From PubChem
TRPC6 inhibitor – inhibitors of mouse TRPC6 channel; B-score at 10 µM; HEK293-TRPC6, membrane potential dye, ACh-evoked depolarization; active compounds read low; AID 2553; 1.1% of 310,000 active;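 active means B-score under library mean minus 3 SD, initial fluorescence not abnormally high, positive integrated signal ratio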;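 further: B-score derived from integrated fluorescence ratio over the kinetic read; more negative B-score means stronger inhibition of depolarization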
TRPC4 act – opens the mouse TRPC4 cation channel; Q9QUQ5; 0.49% of 310,000 active; HEK293 TRPC4beta/mu-opioid, Fluo4 calcium fluorescence; active compounds read high; B-score at 10 µM;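 active means B-score above 5 SD of library B-scores, and initial fluorescence ratio not above library mean plus 5 SD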;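 further: positive B-score marks a calcium rise read as TRPC4 activation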
Target sequence (Q9QUQ5 whole entry, looked up): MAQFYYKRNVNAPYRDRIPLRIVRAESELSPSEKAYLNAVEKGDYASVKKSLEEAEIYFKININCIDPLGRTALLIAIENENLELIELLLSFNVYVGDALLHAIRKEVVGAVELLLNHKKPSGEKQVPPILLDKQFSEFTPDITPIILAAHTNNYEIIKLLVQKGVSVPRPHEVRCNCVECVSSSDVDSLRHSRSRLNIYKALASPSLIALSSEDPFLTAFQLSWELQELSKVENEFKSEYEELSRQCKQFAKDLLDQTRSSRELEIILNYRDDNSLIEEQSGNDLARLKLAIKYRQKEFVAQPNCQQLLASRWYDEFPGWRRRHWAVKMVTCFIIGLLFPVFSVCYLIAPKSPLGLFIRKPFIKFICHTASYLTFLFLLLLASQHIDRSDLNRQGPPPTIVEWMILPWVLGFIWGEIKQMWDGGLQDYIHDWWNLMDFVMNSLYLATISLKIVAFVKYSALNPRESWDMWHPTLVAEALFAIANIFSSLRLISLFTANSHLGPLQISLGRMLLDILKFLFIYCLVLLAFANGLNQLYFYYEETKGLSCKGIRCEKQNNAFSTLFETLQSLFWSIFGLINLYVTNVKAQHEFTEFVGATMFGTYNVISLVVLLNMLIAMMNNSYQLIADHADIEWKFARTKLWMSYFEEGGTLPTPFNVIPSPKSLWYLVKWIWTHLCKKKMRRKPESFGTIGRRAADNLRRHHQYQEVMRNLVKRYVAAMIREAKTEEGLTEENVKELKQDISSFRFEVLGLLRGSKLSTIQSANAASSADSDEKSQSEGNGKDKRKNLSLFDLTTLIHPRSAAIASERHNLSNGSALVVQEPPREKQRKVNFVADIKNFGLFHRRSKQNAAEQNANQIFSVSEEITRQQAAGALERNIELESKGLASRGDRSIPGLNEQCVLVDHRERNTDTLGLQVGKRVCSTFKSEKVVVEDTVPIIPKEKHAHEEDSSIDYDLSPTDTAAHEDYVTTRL
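Technique: kinetic Fluo4 calcium fluorescence; Test system: TRPC4beta and mu-opioid receptor HEK293 stable cells; Measure: B-scored integrated calcium fluorescence ratio; Benchmarks: low control buffer alone, high control maximal DAMGO; Schedule: 45 min room-temperature Fluo4 loading, 110 s read.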
aSyn 5UTR inh – 5' untranslated region of α-synuclein, MLPCN primary screen. AID 1813. alpha-synuclein 5'UTR reporter, inhibitor activity. inhibition, % (tested at 7.5 µM). 0.82% of 300,000 active; in the data active means inhibition above about 60%; inconclusive means no clear call, values can overlap the other calls;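 further: H4 neuroglioblastoma cells stably carrying SNCA 5'UTR luciferase fusion; 0% = DMSO wells and 100% = positive control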
MrgX1 antag – antagonists of human MrgX1 receptor | B-score at 10 µM | 1.3% of 310,000 active | MRGX1-HEK293 calcium flux, Fluo-4, BAM8-22 antagonism; active compounds read low | AID 588676 | Q96LB2;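 active means calcium-response B-score plate-corrected more than 3 library SD below zero, starting fluorescence within 5 deviations, no agonist response on first addition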;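 further: peak minus trough fluorescence over baseline after final BAM8-22 challenge near maximal dose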
KLF5 inhibitor – kruppel-like factor 5 inhibition | DLD-1 KLF5 promoter-luciferase reporter, luminescence | 0.23% of 290,000 active | inhibition, % at 5 µM;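 active means inhibition above a per-plate limit of that plate's mean compound inhibition plus 3 SD, cut at about 60% in these data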;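 further: 0% = DMSO wells and 100% = LY294002 at 200 µM; higher means less KLF5 promoter-driven luciferase light; inactives centre near -14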
TRPC4 PAM – TRPC4 (mouse) allosteric potentiation; Q9QUQ5; HEK293 TRPC4beta/mu-opioid, DAMGO EC20, Fluo-4 Ca2+ flux; active compounds read high; B-score at 10 µM; 0.42% of 310,000 active; AID 2227;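 active means B-score of calcium response area above 5 SD of library B-scores, with initial fluorescence ratio within 5 SD of library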;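 further: B-score of integrated fluorescence ratio over time as area under calcium response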
TRPC6 act – mouse TRPC6 channel activation; 0.13% of 310,000 active; B-score at 10 µM; HEK293-TRPC6 membrane potential dye fluorescence; active compounds read high; AID 2550; Q61143;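 active means B-score of the integrated fluorescence ratio above library mean plus 3 SD, and starting fluorescence ratio within library mean plus 5 SD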;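 further: higher score means more depolarization so channel activation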
IEC-6 tox – IEC-6 cytotoxicity, counter-screen for KLF5 inhibitors; 0.78% of 290,000 active; AID 1825; inhibition, % at 5 µM; luminescence viability; in the data active means inhibition above about 22%;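 further: 0% = plate median of test compound wells and 100% = cytotoxic reference compound wells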
SKKanGAS inh – blocks kanamycin growth of S. pyogenes SKKanGAS strain; AID 1662; inhibition, % at 7.5 µM; 1.3% of 300,000 active; BacTiter-Glo, 6 h;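 active means mean replicate score, as percent of positive control median, at least 50; inconclusive means mean below 50 but one replicate at or above 50; inactive means mean and every replicate below 50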;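 further: strain carries kanamycin resistance gene driven by streptokinase promoter and grows in 40 µg/ml kanamycin; loss of luminescence reflects streptokinase promoter inhibition or plain growth inhibition; 0% = median of DMSO wells and 100% = positive control at its reference dose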
HIF act – HIF pathway transcriptional activation; U2OS HRE-luciferase reporter, luminescence; normalized: DMSO 0%, desferrioxamine 100%; activation, % at 7.5 µM (by protocol); 0.32% of 300,000 active;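 active means mean activation of at least 10% of the iron chelator positive control signal, with at least half of replicates also reaching 10%; inconclusive means mean and replicate majority disagree about reaching 10%; inactive means mean and most replicates under 10%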
TRPC4 inh – inhibitors of mouse TRPC4 channel. AID 2247. HEK293 TRPC4beta/mu-opioid, DAMGO-evoked Fluo4 calcium flux; active compounds read low. Q9QUQ5. B-score at 10 µM. 0.39% of 300,000 active;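 active means B-score over 3 SD under the library average, no early fluorescence shift, positive overall ratio signal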
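Assay system: HEK293 cells with stable TRPC4beta plus mu-opioid receptor expression; Probe or stimulus: DAMGO in two steps, submaximal then maximal; Dosing: single-point compound dosing; Measured by: Fluo4 calcium-dye fluorescence, kinetic read; Read-out basis: B score from integrated Fluo4 fluorescence ratio.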
Starred values were filed as active, the others as inactive; i = inactive; ? = inconclusive; nt = not tested or not shown.

Molecule	TRPC6 inhibitor	TRPC4 act	aSyn 5UTR inh	MrgX1 antag	KLF5 inhibitor	TRPC4 PAM	TRPC6 act	IEC-6 tox	SKKanGAS inh	HIF act	TRPC4 inh
COC(=O)c1ccc(CN(C(=O)N2CCN(C)CC2)S(=O)(=O)c2ccc(C)cc2)cc1	i	i	-4.8	i	nt	i	i	nt	-3.7	0.1	i
O=C(c1ccccc1)C1CCN(C(=O)c2c(F)cccc2F)CC1	i	i	5.7	i	-43.9	i	i	0.7	7.5	-9.7	i
COC(=O)c1[nH]c2ccc(C)cc2c1NS(=O)(=O)c1ccc(F)cc1	i	i	-30.5	i	-20.2	i	i	10.3	-13.4	-0.5	i
Cc1ccc(S(=O)(=O)N2CCOCC2)cc1NC(=O)c1cc([N+](=O)[O-])ccc1N1CCOCC1	i	i	3.5	i	nt	i	i	nt	-4.5	0.0	i
Cc1ccccc1C1N(c2nccs2)C(=O)C2CCCN21 (stereo not drawn)	i	i	-19.2	i	-2.1	i	i	-2.6	6.2	-0.3	i
COc1ccc(N2CCN(C(=O)c3ccc(CS(=O)Cc4ccc(C)cc4)o3)CC2)cc1 (stereo not drawn)	i	i	-20.3	i	-4.2	i	i	4.0	3.9	0.1	i
COc1ccc(-n2c(SCC(=O)C(C)(C)C)nc3c(sc(=S)n3-c3ccccc3)c2=O)c(OC)c1	i	i	-28.2	i	-42.3	i	i	-3.0	-5.9	-32.2	i
COc1ccc(C(=O)OCC(=O)NCc2ccccc2)c(OC)c1OC	i	i	7.7	i	-28.4	i	i	-4.0	-11.0	0.1	i
CCCCNC(=S)NCc1ccc2c(c1)cc(C)n2C	i	i	-6.7	i	12.8	i	i	-11.6	-6.2	-0.2	i
CSc1ccc(NC(=O)NCCCN2CCC(Cc3ccccc3)CC2)cc1	i	i	-5.3	i	-38.4	i	i	1.4	4.0	0.7	i
CCOC(=O)Cc1cc(C)[nH]c1C(=O)OCC	i	i	11.0	i	-14.1	i	i	-5.4	-6.1	-0.6	i
CCOC(=O)CSc1nnc(-c2cc(OC)c(OC)c(OC)c2)o1	i	i	15.6	i	-17.1	i	i	0.7	5.3	1.5	i
Cn1c(N)c(C(=O)COC(=O)c2cc(-c3ccco3)nc3ccccc23)c(=O)n(Cc2ccccc2)c1=O	i	i	9.4	i	-26.2	i	i	-0.5	27.9	1.5	i
Cn1cc(/C=C2/SC(=O)N(c3ccccc3)C2=O)c2ccccc21	i	i	-221.4	i	-11.3	i	i	-1.8	-15.3	2.3	i
C=C(C)CCC(C)N1CCC(n2nccc2NC(=O)CCCc2ccccc2)CC1 (stereo not drawn)	i	i	-17.4	i	-29.4	i	i	3.0	0.2	0.0	i
CCCCCCC(=O)N1C/C=C\C(c2ccc(OC)cc2)N(Cc2ccc(F)cc2)C(=O)C1 (stereo not drawn)	i	i	-17.4	i	nt	i	i	nt	6.4	-13.3	i
Cc1ccc2c(c1)c1c3n2CCN(CC(O)CNC(C)C)C3CCC1 (stereo not drawn)	i	i	-5.6	i	-19.0	i	i	6.1	1.4	-23.0	i
CCOC(=O)c1cc(NC(=O)c2cc(C)on2)cc(C(=O)OCC)c1	i	i	10.5	i	-0.9	i	i	2.0	nt	-0.4	i
COc1ccc(CCC(C)NCC2CCCCC2)cc1 (stereo not drawn)	i	i	-11.3	i	-20.1	i	i	-8.5	4.3	-0.2	-7*
CCCNS(=O)(=O)c1ccc(OCC(=O)NCCC2=CCCCC2)cc1	i	i	-19.2	i	7.2	i	i	5.1	-2.9	-0.1	i

(further entries)
Molecule	TRPC6 inhibitor	TRPC4 act	aSyn 5UTR inh	MrgX1 antag	KLF5 inhibitor	TRPC4 PAM	TRPC6 act	IEC-6 tox	SKKanGAS inh	HIF act	TRPC4 inh
CCC(Sc1nc(-c2ccccc2)cc(=O)[nH]1)C(=O)O (stereo not drawn)	i	i	-10.8	i	-15.4	i	i	-1.8	1.8	0.2	i
O=C1CC(c2c(F)cccc2Cl)C2=C(COC2=O)N1 (stereo not drawn)	i	i	28.2	i	6.2	i	i	-4.6	2.5	0.6	i
Cc1cccc(C)c1NC(=O)CN(C)C(=O)c1ccccc1OCc1ccc(F)cc1	i	i	-0.4	i	nt	i	i	nt	-17.4	-0.3	i
CCCCOc1ccccc1NC(=O)CC1SC(=NCC)N(CC)C1=O (stereo not drawn)	i	i	10.1	i	-22.8	i	i	0.0	5.7	-0.3	i
COc1ccc(NC(=O)CCN2C(=O)C3CC=C(Cl)CC3C2=O)cc1 (stereo not drawn)	i	i	3.4	i	-6.8	i	i	-2.4	1.5	-0.1	i
COc1ccccc1CN(C)CC(=O)Nc1ccccc1-c1ccccc1	i	i	21.6	i	-23.2	i	i	1.4	1.6	-0.5	i
COc1ccc(S(=O)(=O)NCc2nc3nc(C)cc(C)n3n2)cc1OC	i	i	10.3	i	-1.5	i	i	2.9	6.3	-0.1	i
CCOC(=O)C1=C(N)OC2=C(C(=O)CC(C)(C)C2)C1c1ccc(C)s1 (stereo not drawn)	i	i	0.1	i	-12.8	i	i	3.1	0.3	0.6	i
COc1ccc(NC(=O)C2CCN(S(=O)(=O)c3ccc4c(c3)NC(=O)CO4)CC2)cc1	i	i	-24.6	i	-13.4	i	i	-5.5	?	0.3	i
CCCn1c(C)cc(C(=O)COc2ncnc3sccc23)c1C	i	i	-149.6	i	-25.8	i	i	1.2	3.1	2.7	i
O=C(NC(=S)Nc1ccc(S(=O)(=O)Nc2nccs2)cc1)c1cccnc1	i	i	-8.6	i	6.8	i	i	3.7	4.0	-0.2	i
O=S(=O)(c1cccc(-c2nc3ccccc3s2)c1)N1CCOCC1	i	i	-32.3	i	-15.9	i	i	0.0	0.9	0.7	i
COCCN(CC(=O)NCC1CCCO1)C(=O)CCC(=O)Nc1ccccn1 (stereo not drawn)	i	i	-18.4	i	-13.8	i	i	2.5	-6.0	-0.3	i
Cc1ccc(C(=O)/C=C/c2c[nH]c3ccccc23)cc1	i	i	-237.2	i	-64.6	i	i	5.6	2.1	1.4	i
Cc1ccc2nc3c(c(N)c2c1)CCN3c1ccccc1	i	i	-3.3	i	-15.8	i	i	-1.1	-7.4	2.3	i
CCOc1ccc(CN(C(=O)c2cc(=O)c3cc(C)cc(C)c3o2)C2CCS(=O)(=O)C2)cc1 (stereo not drawn)	i	i	23.0	i	-18.8	i	i	3.6	-6.0	-0.6	i
CN1CCN(c2ccc([N+](=O)[O-])cc2NC(=O)c2ccccc2)CC1	-6.4*	i	3.8	i	-2.5	i	i	-3.4	5.8	-0.4	i
COc1cccc(N2CCN(S(=O)(=O)c3cccc4cccnc34)CC2)c1	i	i	-10.1	i	-28.5	i	i	-3.0	-17.2	-0.4	i
O=S(=O)(NCc1ccc2c(c1)OCO2)c1ccc(F)cc1	i	i	-18.0	i	-50.3	i	i	-1.9	-0.8	0.6	i
COc1ccccc1OCC(=O)Sc1ccc(C)cc1	i	i	7.0	i	1.0	i	i	-4.9	1.4	0.2	i

Additional compounds:
Molecule	TRPC6 inhibitor	TRPC4 act	aSyn 5UTR inh	MrgX1 antag	KLF5 inhibitor	TRPC4 PAM	TRPC6 act	IEC-6 tox	SKKanGAS inh	HIF act	TRPC4 inh
CCCC1=NN(C(=O)Cc2ccc(OC)cc2)C(O)(C(F)(F)F)C1 (stereo not drawn)	i	i	20.0	i	-19.8	i	i	-5.4	-4.3	0.6	i
CCc1ccccc1NC(=O)c1cnn(-c2ccccc2)c1C	i	i	-5.3	i	-28.0	i	i	-1.7	3.1	1.2	i
O=C(O)CCCN1C(=O)C2C3CCC(O3)C2C1=O (stereo not drawn)	i	i	0.2	i	-7.7	i	i	9.5	-1.7	nt	i
O=C(NC1CCS(=O)(=O)C1)Oc1ccc(Cl)cc1 (stereo not drawn)	i	i	10.8	i	-21.9	i	i	-2.7	8.3	-0.3	i
COc1ccc(CCC(=O)NC2CCCCC2)cc1	i	i	4.3	i	-84.2	i	i	-6.4	-3.0	-0.3	i
COCCN1C(=O)C(=O)/C(=C(/O)c2ccc(S(=O)(=O)N3CCOCC3)cc2)C1c1cccc([N+](=O)[O-])c1 (stereo not drawn)	i	i	0.3	i	-22.4	i	i	-1.9	-6.8	-0.5	i
CC1=C(C(=O)OC2CCCC2)C(c2coc3ccc(C)cc3c2=O)C2=C(CCCC2=O)N1 (stereo not drawn)	i	i	-0.9	i	-13.4	i	i	-5.0	0.1	0.3	i
CCCN(CCC)Cc1cc2ccccc2c2c1COC2	i	i	0.1	i	-8.9	i	i	10.1	12.8	-0.2	i
CCOC(=O)CON1C(=O)C(C)(C)N(OCC(=O)OCC)C(=O)C1(C)C	i	i	11.7	i	-49.0	i	i	-1.0	0.9	-0.9	i
CC1CN(c2nnc(-c3ccccc3)c3ccccc23)CC(C)O1 (stereo not drawn)	i	i	22.9	i	-0.3	i	i	-3.1	5.0	0.0	i
Cc1ccc(N(CC(=O)N2CCOCC2)S(C)(=O)=O)cc1Cl	i	i	-3.9	i	-36.9	i	i	-5.2	-6.1	-0.4	i
CC(C)c1ccc(NC(=O)c2csnn2)cc1	i	i	-97.6	i	-110.5	i	i	2.2	3.8	0.2	i
CC1CCc2c(sc(NC(=O)Cn3nc(C(=O)O)c4ccccc4c3=O)c2C#N)C1 (stereo not drawn)	i	i	-26.4	i	-13.5	i	i	-3.8	1.4	0.4	i
O=C(NCC1CCCO1)c1sc(=S)n2c1[nH]c(=O)c1ccc(C(=O)N3CCCCC3)cc12 (stereo not drawn)	i	i	18.5	i	-20.0	i	i	-4.5	26.6	-0.5	i
O=Cc1ccccc1OCCN1CCCC1=O	i	i	3.3	i	-19.3	i	i	-0.4	-2.3	-18.8	i
CC(=O)C1=C(O)C(=O)N(Cc2ccco2)C1c1ccc(F)cc1 (stereo not drawn)	i	i	3.3	i	-25.1	i	i	-0.6	3.7	-0.2	i
O=C(c1cc(-c2ccco2)nc2ccccc12)N1CCN(c2ccc(F)cc2)CC1	i	i	6.0	i	-12.5	i	i	-3.5	4.7	-0.2	i
O=C(Nc1cc2c3c(c1)CC(=O)N3CCC2)C1CC1	i	i	8.8	i	nt	i	i	nt	12.5	1.2	i
CCC(=O)N1CCN(c2ccc(NC(=S)NC(=O)c3cccc([N+](=O)[O-])c3)cc2)CC1	i	i	6.3	i	-2.5	i	i	3.9	5.0	-2.1	i
CCCCn1c(N)c(N(CC(C)C)C(=O)CCNC(=O)c2ccc(Br)cc2)c(=O)[nH]c1=O	i	i	6.0	i	nt	i	i	nt	0.8	0.3	i
